# TbMetRS inhib – T. brucei MetRS inhibitors, primary screen, biochemical, luminescence. purified T. brucei MetRS, ATP depletion, Kinase-Glo luminescence. inhibition, % at 11.9 µM. 360,000 compounds, 0.4% hits;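 active means inhibition above a per-plate cutoff of the control wells' mean inhibition plus 3 SD, cut at about 5.5% in these data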;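 further: 0% = DMSO wells median and 100% = median of wells with control inhibitor compound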
#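 Dosing: 11.9 µM single point; system: parasite MetRS enzyme; technique: luminescence of leftover ATP; times: 15 min enzyme-compound preincubation, 2 h reaction, 10 min detection, 25 °C; replicates: each compound tested once; read-out basis: percent inhibition relative to median high and low control wells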
# FAS-TE inh – FAS thioesterase domain inhibitors, primary screen, biochemical, fluorescence intensity, uHTS; Fatty acid synthase (Homo sapiens), P49327; recombinant FAS-TE, OMFH fluorogenic substrate, fluorescence endpoint; inhibition, % at 15 µM; 360,000 compounds, 0.67% hits;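 active means compounds whose normalised, plate-corrected inhibition of enzyme fluorescence in the single-dose primary screen is 50% or more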;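 further: 0% = DMSO with enzyme and 100% = substrate without enzyme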
# Neddylation inh – inhibitors of cullin neddylation, primary screen, biochemical, TR-FRET, uHTS, NAE and Ubc12 | 360,000 compounds, 0.58% hits | AID 651699, 2012 | NEDD8-conjugating enzyme Ubc12 (Homo sapiens) + NEDD8-activating enzyme E1 regulatory … | calls only at 25 µM; in the data active means inhibition above about 36%
# MsrA inh – bovine MsrA enzyme inhibitors, primary screen, biochemical, absorbance, HTS | Methionine sulfoxide reductase A (Bos taurus) | purified bovine MsrA, absorbance read-out | inhibition, % at 15.5 µM | 360,000 compounds, 0.75% hits; in the data active means inhibition above about 4.5%;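 further: 0% = vehicle wells with enzyme and 100% = reference inhibitor wells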
# MLLE-PAM2 inh – inhibitors of PABP1 MLLE–PAM2 peptide binding, primary screen, biochemical, fluorescence polarization, FITC-PAM2, GST-MLLE; 360,000 compounds, 0.36% hits; Polyadenylate-binding protein 1 (Homo sapiens), P11940; inhibition, % at 20 µM; in the data active means inhibition above about 35%, passing the limit was not always enough;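 further: plate controls were DMSO wells with GST-MLLE for no effect and wells lacking GST-MLLE protein for full effect; some results filed as inactive read as strong as hits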
# Target sequence (P11940 whole entry, looked up): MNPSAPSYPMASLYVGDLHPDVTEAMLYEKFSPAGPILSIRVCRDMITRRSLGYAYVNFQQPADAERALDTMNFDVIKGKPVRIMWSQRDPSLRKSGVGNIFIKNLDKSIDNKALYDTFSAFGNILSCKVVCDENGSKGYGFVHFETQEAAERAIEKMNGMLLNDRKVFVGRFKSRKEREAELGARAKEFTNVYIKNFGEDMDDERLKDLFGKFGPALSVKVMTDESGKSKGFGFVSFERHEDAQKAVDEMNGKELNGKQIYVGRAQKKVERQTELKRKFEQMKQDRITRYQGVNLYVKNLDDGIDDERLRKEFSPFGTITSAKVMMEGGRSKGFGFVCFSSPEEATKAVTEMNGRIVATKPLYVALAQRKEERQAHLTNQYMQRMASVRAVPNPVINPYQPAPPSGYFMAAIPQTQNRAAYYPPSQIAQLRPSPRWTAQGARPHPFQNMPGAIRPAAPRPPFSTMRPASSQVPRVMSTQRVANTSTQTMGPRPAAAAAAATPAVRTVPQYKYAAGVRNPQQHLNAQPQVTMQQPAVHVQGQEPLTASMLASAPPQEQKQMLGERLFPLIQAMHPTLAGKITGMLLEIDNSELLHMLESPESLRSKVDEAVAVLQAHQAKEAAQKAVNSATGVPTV
# MsrA act – bovine MsrA enzyme activators, primary screen, biochemical, absorbance, HTS. Methionine sulfoxide reductase A (Bos taurus). purified bovine MsrA, absorbance read-out. activation, % at 10.6 µM. 360,000 compounds, 0.3% hits. AID 602163, 2012; in the data active means activation above about 7.5%;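 further: 0% = vehicle and 100% = reference activator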
# Rin1-Abl PPI inh – inhibitors of Rin1-Abl protein binding, primary screen, biochemical, TR-FRET; Tyrosine-protein kinase ABL1 (Homo sapiens) + Ras and Rab interactor 1 (Homo sapiens), …; inhibition, % at 7.35 µM; 360,000 compounds, 0.4% hits; in the data active means inhibition above about 5%, passing the limit was not always enough
# E coli Lon inh – inhibitors of E. coli Lon protease, primary screen, biochemical, fluorescence polarization | P0A9M0 | purified E. coli Lon protease | inhibition, % at 7.94 µM | 360,000 compounds, 0.42% hits; in the data active means inhibition above about 13%, passing the limit was not always enough;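 further: 0% = enzyme with probe and DMSO and 100% = no enzyme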
# CSN deneddyl inh – inhibitors of CSN-mediated cullin deneddylation, primary screen, biochemical, fluorescence polarization, uHTS; COP9 signalosome complex subunit 5 (Homo sapiens), Q92905; Purified CSN, SCF-Nedd8-OG deneddylation; inhibition, % at 12.5 µM; 360,000 compounds, 0.38% hits; AID 651999, 2013;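 active means pattern-corrected inhibition above about 35%, with an unprinted fluorescence ratio check between 0.5 and 1.5, limit read from the data, passing the limit was not always enough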;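 further: 0% = enzyme with substrate and 100% = substrate without enzyme; some results filed as inactive read as strong as hits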
# Target sequence (Q92905 whole entry, looked up, one chain of several): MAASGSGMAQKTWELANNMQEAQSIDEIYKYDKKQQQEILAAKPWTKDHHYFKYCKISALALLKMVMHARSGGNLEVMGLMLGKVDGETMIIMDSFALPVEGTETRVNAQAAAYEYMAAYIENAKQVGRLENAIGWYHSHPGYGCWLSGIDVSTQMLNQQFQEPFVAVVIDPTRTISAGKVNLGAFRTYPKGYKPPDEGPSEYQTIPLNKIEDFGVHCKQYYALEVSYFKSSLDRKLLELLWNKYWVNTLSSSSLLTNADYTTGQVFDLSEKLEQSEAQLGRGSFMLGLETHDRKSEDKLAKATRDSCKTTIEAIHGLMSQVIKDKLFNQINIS
#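 Material: human Csn5 produced in HEK293T cells; Input: enzyme 0.24 nM; Reagent: SCFSkp2-Nedd8OG substrate at 10 nM final; Dosing: 12.5 µM compound; Incubation: 90 min reaction at room temperature; Detection: fluorescence polarization of the substrate; Evaluation: % inhibition of substrate cleavage by Csn5; Control set: substrate-only high control, full reaction low control.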
# Numbers without * were called inactive; i = inactive; / = no result given; + = active, no number. Rows were taken by chance (roughly 4% active in at least one column).
SMILES,TbMetRS inhib,FAS-TE inh,Neddylation inh,MsrA inh,MLLE-PAM2 inh,MsrA act,Rin1-Abl PPI inh,E coli Lon inh,CSN deneddyl inh
O=C(NC(=S)Nc1ccc(S(=O)(=O)N2CCCC2)cc1)c1cccs1,-0.8,14,i,-0.7,47*,-9,-2,0,-2
Cc1ccc(C(=O)N/C(=C\c2ccc(-c3ccc(Br)cc3)o2)C(=O)NCCCN(C)C)cc1,-0.7,22,+,-1.0,3,0,-7,-5,1
COc1cccc(-c2noc(C3CCCN(C(=O)c4cccc(F)c4)C3)n2)c1 (stereo not drawn),0.8,-7,i,1.2,13,-3,1,-5,-2
CS(=O)(=O)c1ccc(Cl)c(NC(=O)COC(=O)Cc2c[nH]c3ccccc23)c1,-0.2,4,i,0.0,-2,-1,3,1,3
O=C(NC(=S)NCCN1CCOCC1)c1ccc(Cl)cc1Cl,-0.8,-8,i,-0.1,24,-7,3,-5,6
C=C(C)C1CC=C(C)/C(=N/NC(=O)COc2cccc3ccccc23)C1 (stereo not drawn),-0.2,4,i,-0.3,29,-3,3,8,2
CN(C)c1ccc(-c2csc(C(C)(O)c3cccc(F)c3)n2)cc1 (stereo not drawn),0.5,20,i,-0.1,-1,-2,-3,-8,-1
CCCCn1c(=O)c(C(=O)c2ccccc2)nc2ccccc21,-0.4,3,i,1.0,22,-3,-1,3,-2
O=C(NCCc1csc(-c2ccc(C(F)(F)F)cc2)n1)c1cccs1,1.0,15,i,1.5,-5,-1,-2,1,-4
COc1c(/C=N/NC(=O)c2ccccc2O)c(CCN(C)C(C)=O)cc2c1OCO2,0.2,-10,i,1.9,-9,-4,-3,-1,-15
Cc1cc(C)cc(N(C(=O)CNC(=O)c2ccco2)C(C(=O)NC2CCCC2)c2cccnc2)c1 (stereo not drawn),-0.7,-4,i,-1.7,3,-5,1,-9,-1
COc1ccc(C2=CC(c3c(C)nn(-c4ccccc4)c3Cl)n3nnnc3N2)cc1OC (stereo not drawn),-0.1,-2,/,0.5,-24,-4,-1,-16,6
CCOc1cccc(C2CC(=O)Nc3cc(OC)c(OC)cc32)c1 (stereo not drawn),0.2,-3,i,0.6,-2,0,0,-2,0
Cc1nnc(N2CCC(C(=O)N3CCCCCC3)CC2)c2nn(-c3ccc(Cl)cc3)c(C)c12,0.9,5,i,2.1,-4,-3,6,0,-1
Cc1cc(Cl)nc(SCC(=O)c2ccccc2)n1,-0.8,4,i,0.1,6,-6,0,19,2
CN(C)CCNC(=O)CCn1nc(-c2ccc(Cl)cc2)ccc1=O,-0.7,-2,i,-0.5,7,-3,-2,-5,-3
Cc1ccc(C)c(S(=O)(=O)N2CCN(C(=O)[C@@H](NC(=O)c3ccc(F)cc3)C(C)C)CC2)c1,-0.2,6,i,1.2,11,0,2,-6,-1
COc1ccc(Cl)cc1NC(=O)CCc1nc(-c2ccccc2F)no1,0.1,8,i,-1.0,-8,-4,2,1,2
CCOc1ccc(C2/C(=C(\O)c3ccc4c(c3)OCCO4)C(=O)C(=O)N2CCCN2CCOCC2)cc1OC (stereo not drawn),-0.2,-3,i,0.6,-2,-1,0,2,0
COC(=O)C[C@@H]1C[C@@H]2c3cc(NS(=O)(=O)c4ccc(F)cc4)ccc3O[C@@H]2[C@H](CO)O1,-1.5,-8,i,1.0,11,-6,0,3,2

# 6 compounds picked at random from those above:
SMILES,TbMetRS inhib,FAS-TE inh,Neddylation inh,MsrA inh,MLLE-PAM2 inh,MsrA act,Rin1-Abl PPI inh,E coli Lon inh,CSN deneddyl inh
COc1ccc(Cl)cc1NC(=O)CCc1nc(-c2ccccc2F)no1,0.1,8,i,-1.0,-8,-4,2,1,2
CN(C)CCNC(=O)CCn1nc(-c2ccc(Cl)cc2)ccc1=O,-0.7,-2,i,-0.5,7,-3,-2,-5,-3
COc1ccc(C2=CC(c3c(C)nn(-c4ccccc4)c3Cl)n3nnnc3N2)cc1OC (stereo not drawn),-0.1,-2,/,0.5,-24,-4,-1,-16,6
COC(=O)C[C@@H]1C[C@@H]2c3cc(NS(=O)(=O)c4ccc(F)cc4)ccc3O[C@@H]2[C@H](CO)O1,-1.5,-8,i,1.0,11,-6,0,3,2
CCOc1cccc(C2CC(=O)Nc3cc(OC)c(OC)cc32)c1 (stereo not drawn),0.2,-3,i,0.6,-2,0,0,-2,0
CCOc1ccc(C2/C(=C(\O)c3ccc4c(c3)OCCO4)C(=O)C(=O)N2CCCN2CCOCC2)cc1OC (stereo not drawn),-0.2,-3,i,0.6,-2,-1,0,2,0

# Next entries
SMILES,TbMetRS inhib,FAS-TE inh,Neddylation inh,MsrA inh,MLLE-PAM2 inh,MsrA act,Rin1-Abl PPI inh,E coli Lon inh,CSN deneddyl inh
COc1ccc(-c2[nH]ncc2-c2csc(C)n2)c(O)c1,-0.5,0,i,0.6,-8,-2,2,-3,-2
C=CCn1c(=O)c2ccccc2n2nnc(C(=O)OCC)c12,-0.5,-4,i,1.0,11,3,1,12,3
COCCN1CCn2c(nc3cc(NC(=O)c4ccc(OC)cc4)ccc32)C1,-0.1,-4,/,1.5,-24,1,2,-6,-1
CCOCC(=O)Nc1sc2c(c1C(=O)OCC)CCCC2,-1.5,7,i,-0.2,4,-1,1,-6,5
CCN(CC)S(=O)(=O)c1ccc2c(c1)c(=O)c(C(=O)NCCCN(C)c1ccccc1)cn2C,-0.8,26,i,0.0,-10,0,0,1,1
COc1cc(-c2cc(C(=O)Nc3cccc(C(C)=O)c3)c3ccccc3n2)cc(OC)c1OC,0.1,16,/,0.8,8,-6,0,1,2
CSc1ccc(/C=C/C(=O)OCC(=O)N(C)CCC#N)cc1,-0.9,-13,/,1.4,-4,-9,1,-7,0
Cc1sc2ncnc(Sc3ccccc3C(=O)Nc3ccc(Br)cc3)c2c1C,-0.4,24,i,2.2,32,-2,-6,-5,-13
Cc1cc(C(=O)Nc2c(C)n(C)n(-c3ccccc3)c2=O)cs1,-0.1,-3,i,1.1,5,2,2,-2,-2
CCN(CC)S(=O)(=O)c1cccc(C(=O)N/N=C/c2ccccn2)c1,0.4,-2,i,-0.7,5,1,0,4,-2
CC(C)C(=O)COc1c2occc2cc2ccc(=O)oc12,1.2,-1,i,1.7,-4,-1,-2,-6,3
COC(=O)c1ccc(NC(=O)C(OC)c2ccccc2)cc1 (stereo not drawn),-1.1,-8,i,0.4,-1,-13,3,7,-4
COc1ccccc1NC(=O)CSc1nnc(C2CCCCC2)n1N,-0.3,-6,i,0.2,-16,-1,1,-3,1
CN(C)c1c(F)cc(C(=O)NC(=O)NCc2cccnc2)cc1F,-0.1,-4,i,1.8,6,-1,5,-6,3
Fc1ccc(-n2nnc(-c3nccs3)n2)cc1,-0.2,-8,i,-0.3,-4,-2,3,0,0
CCc1cccc(NC(=O)c2cc(S(=O)(=O)N3CCCCC3)ccc2N2CCOCC2)c1,-0.3,19,i,0.1,11,-1,-6,-5,4
Cn1c(SCC(=O)Nc2cccnc2Cl)nc2ccccc21,0.3,-4,i,-0.3,-59,-6,1,-4,-3
CC(Sc1nnc(-c2ccco2)n1N)C(=O)NCC1CCCO1 (stereo not drawn),-0.4,-6,i,-0.7,14,-9,-2,-2,0
COc1cc(CC2COC(c3ccc(O)c(OC)c3)C2COC(C)=O)ccc1O (stereo not drawn),-0.1,-1,i,-0.8,1,0,9,-1,11
Cc1cc(C)nc(NC2=NCC(=O)N2c2cc(Cl)cc(Cl)c2)n1,-0.3,3,i,-0.3,-8,-8,1,-7,-4
COc1ccc(N2CC(O)=C(c3nc(C)cs3)C2=N)cc1,0.1,-6,i,1.1,-12,-2,0,0,6
CCc1ccc(C(=O)NCc2cccs2)s1,-0.4,-2,i,-1.0,3,-3,-1,4,4
COc1ccc(/C=C/c2nc(-c3ccccc3O)n[nH]2)cc1OC,-0.1,9,i,3.2,-9,-5,0,3,-3
COC(=O)c1ccc(CSc2nc(N)cc(N)n2)cc1,0.0,-3,i,-1.3,-4,2,1,-5,-1
Cc1cc(C)cc(NC(=O)C(=O)NCCCN2CCCC2=O)c1,-0.3,-6,i,-0.7,-8,-4,4,-6,1
CCCNCCC(c1ccco1)c1ccccc1OC (stereo not drawn),-0.6,-8,i,0.2,1,-9,-2,-10,-5
COc1ccc(NC(=O)/C(C#N)=C\c2cc(C)n(-c3ccc(Oc4ccc([N+](=O)[O-])cn4)cc3)c2C)cc1,-0.6,3,i,-0.5,4,1,-2,-4,-2
Cc1ccc(C2C(C(=O)c3cccs3)=C(O)C(=O)N2c2ccc(S(N)(=O)=O)cc2)cc1 (stereo not drawn),0.5,1,i,1.6,-6,-3,-6,0,2
O=C1N(Nc2ccccc2)C(c2ccc(Br)cc2)C12CCCC2 (stereo not drawn),0.1,14,i,-1.3,5,-1,-5,-3,-1
Cc1ccc(N2C(=O)CC(NNC(=O)c3cccc(S(=O)(=O)N4CCCC4)c3)C2=O)cc1 (stereo not drawn),-0.3,-8,i,1.0,15,-4,-2,-7,0
CCSc1nc(COC(=O)NC)c(COC(=O)NC)n1C,-0.2,-1,i,0.8,-2,-1,2,-9,5
Cc1ccc(C(=O)C(OC(=O)c2cnccn2)c2ccccc2)cc1C (stereo not drawn),-1.0,7,i,0.0,-6,-4,1,-7,-17
O=C(OCC(=O)N1CCN(C(=O)c2ccco2)CC1)c1ccccc1C(=O)c1ccc(Cl)cc1,-0.9,-4,i,0.1,2,-4,3,-7,-3
COc1ccc(C2=Nn3c(nnc3-c3cccnc3)SC2)cc1OC,-0.3,-4,i,-0.1,-4,-3,-9,-6,12
Cc1ccc(NC(=O)CS(=O)CC(=O)NCC2OCCc3ccccc32)c(C)c1 (stereo not drawn),-1.1,-6,i,-0.6,15,-10,-1,-1,1
Cc1ccc(C(=O)N/C(=C/c2ccc(Cl)cc2)C(=O)N2CCOCC2)cc1,-1.5,0,i,0.3,-14,-13,-1,-1,-2
Cc1ccc(C(=O)C(C)OC(=O)c2cc(=O)[nH]c3ccccc23)cc1 (stereo not drawn),0.1,2,i,-0.8,-10,2,2,-12,2
CC(C)(C)c1ccc(C(=O)N2CCC(=O)N(C(CO)Cc3ccccc3)CC2)cc1 (stereo not drawn),-0.4,-4,i,0.4,-4,0,3,-2,-6
Cc1cc(Cl)c2ccccc2n1,-0.1,-13,i,0.9,2,1,0,-6,5
Cc1ncc([N+](=O)[O-])n1CCOC(=O)c1ccccc1,0.6,-7,i,2.4,6,-1,-2,-19,1
CN(C)CCNC(=O)c1ccc2c(c1)NC(=O)c1ccccc1S2,-0.3,-6,i,-0.8,-5,1,3,-5,-3
CC(Sc1nncs1)C(=O)Nc1ccc2c(c1)OCCO2 (stereo not drawn),0.0,-6,i,-0.1,-10,-14,2,-5,2
O=C1CCN(S(=O)(=O)c2ccccc2)CCN1CCOCc1ccc(F)cc1,-0.1,-9,i,0.2,13,0,0,0,1
COc1ccc(C2NCCc3sccc32)cc1 (stereo not drawn),-0.8,-12,i,0.4,1,-3,-3,2,3

# From PubChem
